# ERG-DNA inh = ERG Ets/DNA interaction inhibition; P11308; fluorescence polarization, His-ERG Ets domain / labelled DNA; Potency, µM (top dose mostly 76.9 µM), for inactives: at the highest dose FP activity, negative = inhibition, most hits filed as inhibitors; 370,000 tested, 0.028% active; AID 624246; active = well fitted inhibition curve with a large enough effect in the polarisation, with a control signal flat; inconclusive = small, poorly fitted or top-dose-only effect, or effect the other way, or a change in a side signal; inactive = no such curve, though single readings can be large or run the other way; the % refers to the polarisation;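 also: polarization taken with two DNA probes labelled with fluorescein and Texas red; potency is read from the fitted curve at half-maximal effect; % of control where 0% means no effect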
# Target sequence (P11308 whole entry, looked up, the tested form may be a part): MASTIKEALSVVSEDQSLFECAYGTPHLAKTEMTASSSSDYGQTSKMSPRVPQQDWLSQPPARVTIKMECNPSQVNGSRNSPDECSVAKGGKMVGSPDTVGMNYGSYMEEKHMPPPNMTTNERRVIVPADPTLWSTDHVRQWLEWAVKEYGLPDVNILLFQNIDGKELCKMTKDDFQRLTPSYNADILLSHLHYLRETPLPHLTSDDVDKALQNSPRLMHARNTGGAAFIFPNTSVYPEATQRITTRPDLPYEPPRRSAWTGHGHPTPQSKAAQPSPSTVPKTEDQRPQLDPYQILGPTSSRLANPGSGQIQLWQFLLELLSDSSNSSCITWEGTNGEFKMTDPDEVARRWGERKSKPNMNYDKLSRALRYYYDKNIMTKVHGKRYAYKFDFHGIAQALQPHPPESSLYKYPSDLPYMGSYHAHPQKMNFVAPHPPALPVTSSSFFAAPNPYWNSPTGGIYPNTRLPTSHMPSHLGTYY
#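 His-tagged ERG Ets domain (1 uM in the protein solution; 300mM KCl, 50mM Tris-HCl, 1mM EDTA, 1mM DTT, pH 7.5) received compound, then a probe mix of 5 nM fluorescein-DNA and 100nM Texas-615-DNA. Fluorescence polarization was read for both dyes.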
# Glioma ERSR ind = ER stress response induction in glioma | U87-MG GRP78 promoter luciferase reporter, 16 h | Potency, µM, for the others: at the top dose activation, usual class: activators | 420,000 tested, 0.02% active; also: potency is read from the fitted curve at half-maximal effect; series mostly up to about 76 µM; % of control where 0% means no effect; nearly all actives have a fitted effect of over 35% in size
#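 ERSR induction read as luciferase luminescence (Bright-Glo, 10 min at room temperature) in stably transfected human U87-MG glioma cells exposed to compounds for 16 h, using GRP78 as sensor.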
# Vif-APOBEC3F blk = Vif-A3F binding inhibition; HeLa A3F-eYFP + Vif (tagged APOBEC3F with the HIV-1 protein that degrades it), YFP fluorescence increase; Potency, µM (doses to about 46.1 µM), for the others: at the highest dose activity, negative = active; 390,000 tested, 0.2% active; AID 602313; also: potency is read from the fitted curve at half-maximal effect; % of control where 0% means no effect; nearly all actives have a fitted effect of over 65% in size
#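 HeLa cells stably expressing Vif plus C-terminally eYFP-tagged A3F were seeded, incubated overnight at 37 deg C, dosed with compound, incubated overnight again at 37 deg C. Yellow fluorescence (Ex 488/Em 500-530) reported blocked Vif-mediated A3F-eYFP degradation.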
# Vif-A3G inh = inhibitors of Vif-APOBEC3G interaction | 410,000 tested, 0.076% active | Potency, µM (highest dose often 46.1 µM), inactives show top-dose activity, negative = active, hits mostly inhibitors | HeLa A3G-eYFP + Vif (tagged APOBEC3G with the HIV-1 protein that degrades it), YFP fluorescence, overnight | AID 602310;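 also: potency is read from the fitted curve at half-maximal effect; % is scaled to controls: 0 for no effect and ±100 for the full control effect; nearly all actives have a fitted effect of over 60% in size; hits raise eYFP signal because A3G escapes Vif-driven loss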
# Target sequence (Q9HC16 whole entry, looked up): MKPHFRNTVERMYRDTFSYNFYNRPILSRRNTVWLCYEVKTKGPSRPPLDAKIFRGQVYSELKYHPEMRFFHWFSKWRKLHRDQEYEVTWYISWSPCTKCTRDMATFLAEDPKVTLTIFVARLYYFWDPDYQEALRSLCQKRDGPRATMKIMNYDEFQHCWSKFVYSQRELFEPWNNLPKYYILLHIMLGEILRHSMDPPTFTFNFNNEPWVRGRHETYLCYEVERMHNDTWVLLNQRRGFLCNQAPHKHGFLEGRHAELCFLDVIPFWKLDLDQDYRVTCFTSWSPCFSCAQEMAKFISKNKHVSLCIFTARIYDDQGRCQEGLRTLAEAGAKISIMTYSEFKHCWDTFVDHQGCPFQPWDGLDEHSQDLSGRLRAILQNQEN
#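 HeLa cells stably expressing Vif and C-terminally eYFP-tagged A3G, seeded overnight at 37 deg C, then exposed to compound by pintool overnight at 37 deg C. Rise in yellow fluorescence (Ex 488/Em 500-530, Acumen) marks blocked Vif-driven A3G degradation.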
# D2 antag = D2 dopamine receptor (human) antagonism | HEK293 TREx D2 cells, calcium flux, dopamine EC80 | inhibition, % at 10 µM | 340,000 tested, 2% active; in the data active = inhibition above about 30%; also: 0% is about no effect
#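 In this primary screen, negative modulation is detected by tracking calcium flux after an EC80 dopamine challenge in inducible HEK293 T-REx D2 cells preexposed to test compound for 180 s.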
# D2 agonist = D2 dopamine receptor (human) agonism; P14416; HEK293 T-REx D2 cells, calcium flux agonist mode; activation, % at 2 µM; 340,000 tested, 0.53% active; AID 485358;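 active = activation over 3 SD above normal in the single-dose calcium agonist read, cut at about 30% in these data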; also: 0% is about no effect
#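 Agonism is scored from calcium flux in a force-coupled, inducible HEK293 cell line expressing D2, read kinetically for 180 s after compound addition against dopamine controls.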
# RGS4 inhibitor = blocks human RGS4-accelerated GTP hydrolysis; Transcreener GDP fluorescence polarization, RGS4-accelerated GTP hydrolysis; P49798; Potency, µM (top dose mostly 114 µM), for inactives: top-dose activity change, negative = inhibition, actives largely listed as inhibitors; 390,000 tested, 0.039% active; also: potency is read from the fitted curve at half-maximal effect; % is scaled to controls: 0 for no effect and ±100 for the full control effect; nearly all actives have a fitted effect of over 75% in size; some results filed as inactive show a strong effect at the top dose
# Target sequence (P49798 whole entry, looked up): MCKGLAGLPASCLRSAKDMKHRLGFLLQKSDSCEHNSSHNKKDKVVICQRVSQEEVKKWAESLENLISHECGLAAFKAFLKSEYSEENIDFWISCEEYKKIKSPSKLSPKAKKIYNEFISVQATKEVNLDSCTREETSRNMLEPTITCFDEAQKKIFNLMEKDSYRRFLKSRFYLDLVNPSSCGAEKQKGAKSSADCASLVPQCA
#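 MLSMR compounds (23 nl, pin-transferred) preincubated 10 min at room temperature with a 500nM (2x) first reagent, then RGS4 at 900nM (2x) plus Transcreener GDP mix added; fluorescence polarization (620/688 nm) read before and after 90 min at 30 °C.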
# LDHA inh = blocks human lactate dehydrogenase A; 480,000 tested, 0.15% active; activity change, % (values are at about 110 or 230 µM); purified LDHA, NADH/diaphorase-resazurin fluorescence; active compounds read low; P00338; in the data active = activity change below about -30%; inconclusive = mostly about -25% to -30%;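 also: plate controls were DMSO wells for no effect and wells without enzyme for full effect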
#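 Enzyme activity of human lactate dehydrogenase 5 (2 nM; 0.06 mM NADH, 0.2 mM pyruvate, 5 min, RT) is measured via a resazurin/diaphorase fluorescence readout of residual NADH.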
# 12-LOX inh = inhibitors of human 12S-lipoxygenase ALOX12. purified 12hLO, xylenol orange hydroperoxide absorbance. Potency, µM (doses to about 108 µM), for inactives: at the highest dose activity change, negative = inhibition, actives largely listed as inhibitors. 580,000 tested, 1.1% active; also: potency is read from the fitted curve at half-maximal effect; % is scaled to controls: 0 for no effect and ±100 for the full control effect
#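 Purified human 12hLO (150 nM final) in 25 mM Hepes, 0.01% Triton X-100, pH 7.0 was preincubated 15 min at room temperature with compound. Then 40 uM arachidonic acid was added, 30 min. Hydroperoxide was read by Fe-XO absorbance ratio 573/405 nm.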
# The depositor's hits bear a star; ? = inconclusive; · = not tested or not shown; [ ] = dose if it differs, or a comment. Unless noted, calls follow the shape of the dose curve; as a rule, active = well fitted curve in the direction sought with a large enough effect; inconclusive = small, poorly fitted or top-dose-only effect, or another doubt; inactive = no such curve, though single readings can be large; an effect the other way counts as inactive or inconclusive. This is a subset (hit frequency here may not be typical).
canonical_smiles	ERG-DNA inh	Glioma ERSR ind	Vif-APOBEC3F blk	Vif-A3G inh	D2 antag	D2 agonist	RGS4 inhibitor	LDHA inh	12-LOX inh
O=C(COC(=O)c1ccncc1)c1ccccc1	-5.7%	-6.0%	4.5%	-4.2%	14.5	-0.6	-1.2%	-3.7	128.7%[activator]
COc1ccc(OC)c(NC(=O)/C=C/c2ccc(C)o2)c1	1.3%	0.6%	?	-9.7%	·	-0.6	6.2%	1.0	-4.2%
C/C(=N\NC(=O)c1cccc2ccccc12)c1ccccn1	-2.2%	14.9%	1.2%	-11.9%	-0.7	3.2	4.9%	-1.9	5.6%
COCCCNC(=O)C1CCN(C(=O)c2cc3sccc3n2Cc2ccc(F)cc2)CC1	·	-2.6%	-3.2%	-0.6%	10.1	-0.2	-6.6%	-1.7	2.1%
CC(C)Oc1ccc(C2CC(=O)N(c3ccc(N(C)C)cc3)C2=O)cc1 (stereo not given)	-6.0%	-0.8%	1.3%	0.0%	34.0*	0.2	16.1%	-6.2	0.0%
COc1ccc(OC)c(C(=O)COC(=O)CNC(=O)c2ccccc2)c1	7.1%	-6.2%	-27.2%	-1.3%	29.5	-0.3	18.5%	-4.7	-1.1%
Cc1ccccc1S(=O)(=O)Cc1ccc(C(=O)NC(C)c2ccc3c(c2)OCCO3)o1 (stereo not given)	1.6%	-5.9%	0.2%	2.7%	9.1	2.3	-2.1%	-6.3	362.8%[activator]
CCCCOc1ccc(/C=c2\sc3ncnn3c2=O)cc1	0.7%	-5.7%	2.6%	-0.9%	2.4	1.0	-15.0%	-8.0	0.0%
C=CCNC(=S)N/N=C/c1ccc(C(C)(C)C)cc1	-4.6%	5.8%	?	0.0%	2.4	-1.6	-14.8%	2.4	?
CC(NC(=O)CSCc1ccc(Br)cc1)c1ccccc1 (stereo not given)	-2.9%	-0.4%	8.3%	2.8%	-4.2	1.5	48.2%	-16.6	-9.1%
COC(=O)[C@@]12CCCCN1[C@H](c1ccc(-c3ccccc3)c(OC)c1)[C@H]1C(=O)N(C)C(=O)[C@H]12	-1.7%	-0.6%	5.1%	3.0%	·	·	9.8%	-5.5	2.0%
O=C(C1CCN(S(=O)(=O)c2cnc[nH]2)CC1)N1CCn2c1nc1ccccc12	7.4%	-5.0%	-3.0%	-0.3%	0.7	-0.5	-4.4%	-7.6	18.5%
O=C(c1ccc(CS(=O)c2ccccc2Cl)o1)N1CCN(c2ccccc2F)CC1 (stereo not given)	-0.1%	-3.7%	-11.2%	?	·	1.1	-9.5%	-0.1	0.0%
O=C(CCNC(=O)c1ccc([N+](=O)[O-])cc1)Nc1ccc(F)cc1F	-3.1%	1.6%	-18.5%	-2.2%	·	·	-32.8%	-1.7	0.0%
CN(c1c[nH]c(=O)[nH]c1=O)C1CCCCC1	5.9%	-3.1%	-2.2%	-2.7%	8.6	-0.5	-41.0%	-0.8	-0.1%
C/C(=N\NC(=O)c1cccc(S(=O)(=O)N2CCCC2)c1)c1ccc(OCC(=O)N(C)C)cc1	11.7%	-1.8%	-13.8%	-1.8%	21.6	0.3	-7.7%	-6.4	-27.3%
Cc1nn(CC(=O)Nc2ccc(N(C)C)cc2)c(C)c1[N+](=O)[O-]	5.4%	3.0%	?	-4.9%	-1.5	-0.4	?	7.6	6.8%
COC(=O)C1C/C(=N\NS(=O)(=O)c2ccc(C)cc2)c2ccccc2C1 (stereo not given)	5.6%	-3.3%	-2.0%	-1.9%	-8.1	-0.1	-37.3%	0.2	-10.3%
Cc1ccc(NC(=O)C2CCCN(S(=O)(=O)c3ccc4c(c3)oc(=O)n4C)C2)nc1 (stereo not given)	-6.7%	-2.8%	1.8%	1.2%	26.7	-0.1	17.9%	-2.2	0.4%
CCOC(=O)C1CCCN(C(=O)c2cc3c(=O)[nH]c4ccc(C)cc4c3s2)C1 (stereo not given)	-8.1%	-4.5%	-19.2%	-14.4%	·	-1.0	4.3%	3.8	?
O=C1CN(C(=O)CC2c3ccccc3-c3ccccc32)CC(=O)N1	5.9%	-4.7%	-4.1%	3.1%	1.8	1.2	-0.4%[11.4 µM]	-3.9	0.0%
CCOc1ccccc1-c1cc(-c2n[nH]c(=S)n2CC)c2ccccc2n1	5.9%	0.5%	-21.8%	-3.3%	1.5	0.6	-8.9%	-0.6	-29.3%
NS(=O)(=O)c1ccc(Oc2ccc(S(N)(=O)=O)cc2)cc1	2.6%	0.4%	-19.1%	5.1%	0.7	3.3	-20.8%	0.9	3.0%
Cc1ccc(C(=O)Nc2sc(C(=O)N(C)C)c(C)c2C#N)cc1	9.6%	-3.7%	-5.3%	-2.7%	3.3	-0.5	-9.7%	-1.2	-6.5%

# An excerpt of these results, with values under each structure.
# Values run as follows: ERG-DNA inh | Glioma ERSR ind | Vif-APOBEC3F blk | Vif-A3G inh | D2 antag | D2 agonist | RGS4 inhibitor | LDHA inh | 12-LOX inh
- Cc1nn(CC(=O)Nc2ccc(N(C)C)cc2)c(C)c1[N+](=O)[O-]
  5.4% | 3.0% | ? | -4.9% | -1.5 | -0.4 | ? | 7.6 | 6.8%
- COC(=O)C1C/C(=N\NS(=O)(=O)c2ccc(C)cc2)c2ccccc2C1 (stereo not given)
  5.6% | -3.3% | -2.0% | -1.9% | -8.1 | -0.1 | -37.3% | 0.2 | -10.3%
- Cc1ccc(NC(=O)C2CCCN(S(=O)(=O)c3ccc4c(c3)oc(=O)n4C)C2)nc1 (stereo not given)
  -6.7% | -2.8% | 1.8% | 1.2% | 26.7 | -0.1 | 17.9% | -2.2 | 0.4%

# Next compounds follow:
canonical_smiles	ERG-DNA inh	Glioma ERSR ind	Vif-APOBEC3F blk	Vif-A3G inh	D2 antag	D2 agonist	RGS4 inhibitor	LDHA inh	12-LOX inh
CCc1c(C#N)c(SCCC(=O)Nc2ccc(C)cc2)nc2c1C(=O)CC(C)(C)C2	0.5%	-0.4%	-6.7%	1.3%	-22.4	-0.5	11.4%	-6.2	0.0%
CCc1cc(C(=O)Nc2ccccc2N2CCOCC2)sc1C	6.1%	-1.9%	-9.7%	-4.6%	1.6	0.5	0.9%	-3.2	386.4%[activator]
CC(=O)Oc1ccc(/C(C)=N\N2CCN(Cc3ccc(Cl)cc3)CC2)cc1	-1.1%	-3.7%	0.7%	-2.0%	-7.2	-0.9	6.7%	-0.7	25.7%
Cc1ccc(NC(=O)c2c(C)oc3ccc(O)c(CN4CCCCCC4)c23)c(C)c1	0.6%	-3.8%	-0.1%	7.6%	·	1.0	-7.8%	7.3	-18.7%
COc1ccc(-c2nc(Cn3c(SCc4cccc(Cl)c4)nc4ccncc43)c(C)o2)cc1	-4.7%	-1.6%	-2.3%	-12.6%	·	0.5	-28.4%	3.5	-13.5%
CCN(CC)CCCN(Cc1cc2cc3c(cc2[nH]c1=O)OCO3)C(=S)Nc1ccccc1	6.3%	-3.0%	0.4%	-5.7%	-7.8	0.8	-18.1%	-1.0	-28.4%
CCN(CC)S(=O)(=O)c1cc(NC(=O)c2cccc(N3C(=O)CCC3=O)c2)ccc1Cl	0.3%	-5.5%	3.8%	-0.1%	2.6	-0.2	-3.3%	-0.9	-7.9%
CC1CCCC(NC(=O)CC2Nc3ccccc3NC2=O)C1C (stereo not given)	3.0%	-3.7%	-17.3%	-0.1%	30.5*	-0.2	-42.9%	-6.9	213.3%[activator]
Cc1ccc(NC(=O)c2cc(C(=O)Nc3ccc(C)cc3)n(C)n2)cc1	0.7%	-1.2%	7.5%	6.0%	·	·	12.2%	-11.5	18.1%
O=C(/C=C/c1ccc(S(=O)(=O)N2CCOCC2)cc1)Nc1cc(F)ccc1F	0.7%	3.0%	-9.0%	0.3%	·	·	9.8%	-8.2	0.8%
CC1CCCCN1C(=O)Cn1c(=O)n(CCC(=O)NCc2ccco2)c(=O)c2sccc21 (stereo not given)	5.1%	-2.1%	-0.5%	-0.5%	-10.0	0.1	23.9%	2.8	-12.6%
COc1ccccc1N1CCN(S(=O)(=O)/C=C/c2ccccc2)CC1	3.0%	?	-3.5%	-2.8%	53.6*	1.1	-2.1%	-0.7	0.0%

# Some of the entries so far, with two lines to a compound:
# Below each compound – ERG-DNA inh, Glioma ERSR ind, Vif-APOBEC3F blk, Vif-A3G inh, D2 antag, D2 agonist, RGS4 inhibitor, LDHA inh, 12-LOX inh
CCN(CC)CCCN(Cc1cc2cc3c(cc2[nH]c1=O)OCO3)C(=S)Nc1ccccc1
    6.3%, -3.0%, 0.4%, -5.7%, -7.8, 0.8, -18.1%, -1.0, -28.4%
CCN(CC)S(=O)(=O)c1cc(NC(=O)c2cccc(N3C(=O)CCC3=O)c2)ccc1Cl
    0.3%, -5.5%, 3.8%, -0.1%, 2.6, -0.2, -3.3%, -0.9, -7.9%

# Next part.
canonical_smiles	ERG-DNA inh	Glioma ERSR ind	Vif-APOBEC3F blk	Vif-A3G inh	D2 antag	D2 agonist	RGS4 inhibitor	LDHA inh	12-LOX inh
CC(Oc1ccc(Br)cc1)C(=O)N(C)CC(=O)Nc1ccc(N2CCOCC2)cc1 (stereo not given)	-1.6%	-4.4%	-5.2%	-0.2%	-7.5	-0.6	-6.5%	3.3	12.6%
CCCCN(C)Cc1c(C)[nH]c2ccc(Cl)cc2c1=O	·	-1.5%	-2.7%	0.4%	-8.1	-0.1	-0.1%	0.6	-11.6%
Cn1c(=O)[nH]c2cc(-c3noc(-c4ccc(C#N)cc4)n3)ccc21	0.6%	-3.8%	9.7%	0.8%	·	1.5	1.0%	-1.1	1.6%
COc1cc(/C=N/Nc2ccccn2)ccc1O	8.3%	2.9%	18.3%	0.9%	1.8	-1.1	-27.8%	11.0	16.6%

# Bioassay records as filed in PubChem.
